TTR transcr act – TTR transcription activators in neuroblastoma reporter cells, primary screen, cell-based, luminescence, SH-SY5Y, TTR promoter Gaussia luciferase; 92,000 tested, 1.3% active; 100% = recombinant luciferase protein wells; activation, % at 16.7 µM;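 active = activation above the mean of all tested compounds plus 3 SD, cut at about 9.5% in these data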;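 also: cells exposed to compounds for one day before reading; 0% = median of all test compound wells on the plate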
The depositor's hits bear a star. Some of the compounds tested, so the mix of outcomes need not match the whole.

SMILES	TTR transcr act
CCCOC(=O)C(=O)NNc1ccccc1	2.6
COC(=O)c1c(C(=O)OC)c(-c2ccccc2)n2c1CS(=O)(=O)C2	3.3
Cc1c(C(=O)N(C)Cc2nc3ccccc3c(=O)[nH]2)oc2ccccc12	4.3
NS(=O)(=O)c1ccc(NCc2ccccc2OCc2ccccc2F)cc1	-1.4
Cc1cc(Cl)nc(Cl)c1C(=O)N1CCOCC1	3.2
Cc1noc(C)c1-c1ccc(C(=O)NCCN2CCOCC2)c2occc12	2.2
S=c1[nH]nc(COc2ccccc2)n1-c1ccccc1	0.9
C/C(N)=C(/C#N)C(=O)CSc1nc2scc(-c3ccc(F)cc3)c2c(=O)n1C	0.1
CN1C(=O)SC(Nc2ccccc2C(=O)O)C1=O (stereo not drawn)	1.9
N#Cc1ccccc1Sc1ccccc1C(=O)OCC(=O)NC1CCCCC1	4.2
NNc1ccc(Cl)c(C(=O)O)c1	0.1
COc1ccc(N2CCN(S(=O)(=O)c3ccc4c(c3)OCCO4)CC2)cc1	1.5
C/C(=N/OC(=O)c1ccc(C)cc1)c1ccc(N2C(=O)C3CCCCC3C2=O)cc1 (stereo not drawn)	1.2
O=C(Nc1ccccc1C(=O)N1CCCC1)C1CCN(c2ncccn2)CC1	-0.5
CCn1cnc2cc(NS(=O)(=O)c3ccc(C)cc3)ccc21	3.6
O=C(Cn1cc[n+](CC(=O)c2ccc(Cl)cc2Cl)c1)c1ccc(Cl)cc1Cl	2.5
COc1ccc(NC(=O)COC(=O)C2CCN(C(=O)c3ccc(Cl)cc3)CC2)c([N+](=O)[O-])c1	-0.1
Cc1cc(C(=O)N/N=C2\CCCC(=O)C2)c(C)n1-c1ccccc1	-1.5
COC(=O)CCSC(=S)N1CCOCC1	-1.4
O=C(N/N=C/c1ccco1)C1(O)c2ccccc2-c2ccccc21	1.2
O=C(Cc1ccccc1)Nc1cccc(NC(=O)c2ccccc2)c1	-1.2
CCCc1nc2c3ccccc3ccn2c1Cc1ccc(OC)cc1C	3.1
O=C(CSc1cccc2cccc(Cl)c12)NCc1cccs1	-0.4
CC(C)CCNC(=O)CCc1nnc(COc2ccccc2)o1	1.0
c1ccc([C@H]2CNCCN2CCc2cccc3ccccc23)cc1	-1.4
(further entries)
SMILES	TTR transcr act
O=C(C1CCN(S(=O)(=O)c2ccc(Br)cc2)CC1)N1CCOCC1	0.8
CCN(CC(=O)NC(C)C)C(=O)c1ccc(S(=O)(=O)N(C)c2ccccc2OC)cc1	0.8
Cc1ccnc(N2CCCC(C(=O)Nc3cc(F)ccc3C)C2)n1 (stereo not drawn)	-0.5
CCC(C)(C)n1nnnc1C(c1cc(OC)ccc1OC)N1CCN(Cc2ccccc2)CC1 (stereo not drawn)	1.4
CCc1c2c3n4c1CCC[C@@H]4C[C@@H]3O[Si](C(C)C)(C(C)C)OC(C)C2=O (stereo partly drawn)	-1.9
COc1ccc(CN(CCC(C)C)S(=O)(=O)c2ccccc2Br)c(OC)c1	1.5
O=C(COc1ccccc1)OCC(=O)c1ccc(O)cc1O	0.3
O=C(/C=C/c1ccccc1)c1ccc2c(c1)OCCCCO2	-1.2
Cc1ccc(OCc2ccc(C#N)cc2)c(C(=O)c2cc(C#N)c(=O)n(C3CC3)c2)c1	0.1
Cc1ccc(C(=O)Nc2c(N)nc(SCC(=O)Nc3cc(C)on3)[nH]c2=O)cc1	0.1
CN(C)S(=O)(=O)c1ccc(-c2csc(N/N=C/c3ccco3)n2)cc1	-6.2
CCCn1c(=O)c(C(=O)NCC2CCCO2)c(O)c2ccccc21 (stereo not drawn)	-0.7
COc1ccc(NC(=O)/C(C#N)=C/c2ccc(-c3ccc(Cl)c(C(=O)O)c3)o2)cc1	-3.2
Cc1ccccc1C(=O)NC1CCCCN(C(C)C)C1=O (stereo not drawn)	1.1
CC(C)n1c(SCC(=O)NC2CC2)nnc1C1CC1	-0.1
O=[N+]([O-])c1ccc2c(c1)-c1ccccc1C2O (stereo not drawn)	2.8
CC(=O)NCCNC(=O)C1Cc2c(-c3ccc(Cl)cc3)ccnc2O1 (stereo not drawn)	10*
CCOc1cc(/C=C2/C(=N)N3OC(C)=CC3=NC2=O)ccc1OC	0.7
Fc1ccc(-n2c(-c3cc(C4CC4)[nH]n3)n[nH]c2=S)cc1Cl	-1.9
O=C(NCCCn1ccnc1)/C(=C\c1ccc(Br)cc1)NC(=O)c1ccccc1F	2.8
Cc1c(N=C(N)/N=C(\N)Nc2ccc(Br)cc2)c(=O)n(-c2ccccc2)n1C	0.8
O=C1CCN(C(=O)c2ccc(Cl)cc2)N1	0.0
CN(C)C(CNC(=O)c1cc(S(=O)(=O)N(C)c2ccccc2)ccc1Cl)c1ccccc1 (stereo not drawn)	-1.3
C/C(=N\OC(=O)c1ccc(C)cc1)c1c(C)nc2cc(C)ccn12	-1.6
C/C(=N\Nc1cc(C)nc(NCc2ccccc2)n1)c1cccc([N+](=O)[O-])c1	-0.3
Continued.
SMILES	TTR transcr act
Cc1cc(C)c(C)c(S(=O)(=O)N2CCC(C(=O)N3CCCCCCC3)CC2)c1C	-1.0
Cc1ccccc1CS(=O)(=O)c1cn(CC(=O)N2CCC(C)CC2)c2ccccc12	-0.8
Cc1cc(NC(=O)Cn2nnc3sc4c(c3c2=O)CCC(C(C)(C)C)C4)no1 (stereo not drawn)	-1.3
COc1cc(OC)cc(-c2c(C#Cc3ccsc3)c3cc(-c4ccc(OC)c(OC)c4)ccc3n2C)c1	-0.7
CCCCCCC(C)n1cc(C(C)=O)c(=O)[nH]c1=O (stereo not drawn)	-0.1
COc1ccccc1CN[C@@H]1CC[C@@]23CCCN2C(=O)CCC[C@H]3C1	1.9
CCCCNC(=O)c1nc(-c2ccc(C(F)(F)F)cc2)oc1-c1ccccc1	0.6
O=C1N/C(=N/O)S/C1=C/c1cccc([N+](=O)[O-])c1	7.7
Cc1c(NC(=O)C(C)Sc2ncnc3ccccc23)c(=O)n(-c2ccccc2)n1C (stereo not drawn)	2.5
OC1(c2ccccc2)Cc2cccc[n+]2C1c1ccccc1 (stereo not drawn)	1.6
Cc1ccc(S(=O)(=O)N2CCOCC2)cc1NC(=O)C1CC(=O)N(c2ccc3c(c2)OCCO3)C1 (stereo not drawn)	0.8
COC(=O)c1ccc(CNC(=O)N2CCN(S(=O)(=O)c3ccc(C)cc3)CC2)cc1	-0.8
COc1ccc2c(c1)C1(Nc3ccccc3-c3nc4ccccc4n31)C(=O)N2C (stereo not drawn)	0.8
CSc1nnc(-c2cnccn2)n1Cc1ccccc1	-1.1
CCOc1ccc(N2CC(O)=C(c3ccccc3)C2=N)cc1	-1.1
C=C(C)c1cccc(C(C)(C)NC(=O)N2CCN(c3ccccn3)CC2)c1	-1.0
COc1ccc(CCNC(=S)NCc2cccs2)cc1OC	0.7
C/C(=N/Nc1ccc([N+](=O)[O-])cc1)c1ccc(C)cc1C	-1.9
CCOC(=O)[C@]12CCC=C1N(Cc1cccc3ccccc13)C(=O)[C@H](CC(=O)NCCC(C)C)C2	1.2
CC1=C(C(=O)OCc2ccc3c(c2)OCO3)C(c2cccc([N+](=O)[O-])c2)NC(=O)N1 (stereo not drawn)	-0.8
CN=C1S/C(=C\c2cc(C)n(-c3ccccc3F)c2C)C(=O)N1C	-0.8
O=C1N[C@@H](Cc2ccccc2)C(=O)N2[C@H]1C[C@]1(Br)c3ccccc3N(S(=O)(=O)c3ccc(F)cc3)[C@H]21	0.3
CCCNC(=O)C1(C)CCN(C(=O)c2ccccc2OC(F)(F)F)C1 (stereo not drawn)	5.2
O=C(CCC(=O)c1cccs1)NC1CCCCCC1	-2.1
CC(C)c1nn2c(N)c(/C=C3\C=Nc4ccccc43)c(=O)nc2s1	-2.4
Next results follow:
SMILES	TTR transcr act
CCC(=O)N1CCc2cc(Br)cc(S(=O)(=O)NCCCN(CC)Cc3ccccc3)c21	-1.6
CC(=O)N(C(C)=O)n1c(/C=C/c2ccc([N+](=O)[O-])cc2)nc2ccccc2c1=O	-0.7
Cc1cnc([N+](=O)[O-])n1CCOC(=O)NC(=O)c1ccccc1Cl	0.6
CC(=O)c1cccc(NC(=O)C(=O)c2cn(CC(=O)N3CCCCC3)c3ccccc23)c1	6.0
CN(C)S(=O)(=O)c1cccc(NC(=O)CSc2nncn2C)c1	12*
CC(=O)Nc1cc(C(C)C)c(O)c(C(C)C)c1	-0.2
COC(=O)C(NC(=O)c1ccco1)(Nc1nc(C)cs1)C(F)(F)F (stereo not drawn)	1.4
Cc1ccc(NNC(=O)C(=O)N2CCCCC2)cc1	1.7
Cc1nn(Cc2ccccc2)c(C)c1/C=N/NC(=O)c1ccncc1	1.7
CCOC(=O)CNC(=O)N1CCCC(Cc2ccccc2)(C(=O)OCC)C1 (stereo not drawn)	-0.1
CCOC(=O)C1CCN(C(=S)NC2CCCC2)CC1	-0.2
CC(=O)Nc1ccc2c(c1)Cc1c-2cc(Cl)c(NC(C)=O)c1Cl	-2.5
Cc1cc(C)cc(NC(=O)CCCCCN2C(=O)[C@@H]3Cc4ccccc4CN3C2=O)c1	3.2
COc1ccc(Oc2c(Cl)cnn(-c3ccc(C(C)C)c(C)c3)c2=O)cc1	1.3
Cc1cc(C(=O)NNS(=O)(=O)c2cccc(Cl)c2)nn1C(C)(C)C	4.2
CCCCN1C(=O)C(C#N)CC2=C1CC(C)(C)CC2=O (stereo not drawn)	0.2
CCOc1ccc(C(=O)NC2C(=O)N3C(C(=O)O)=C(COC(C)=O)CSC23)cc1OCC (stereo not drawn)	0.0
CCCN1CNc2c(c(=O)[nH]c(=S)n2CCc2cccc(Cl)c2Cl)C1	2.0
Cc1ccc(N(CC(=O)N2CCN(C3CCCCC3)CC2)S(=O)(=O)c2cccnc2)cc1	0.5
CCS(=O)(=O)N1CCC(c2nc3ccccc3[nH]2)CC1	-0.9
O=S1(=O)CCOCC(CO)N1Cc1cccc(Br)c1 (stereo not drawn)	1.0
CSc1nsc(SCC(=O)Nc2ccc(C(=O)O)cc2)n1	0.5
Nc1c(C(=O)NCC(O)c2ccccc2)cnn1-c1ccccc1 (stereo not drawn)	-0.4
O=C(Cn1ccc(NC(=O)OCc2ccccc2)nc1=O)NCc1ccc2[nH]ccc2c1	0.7
C#CCNC(=O)C[C@H]1C[C@@]2(C(=O)OC)C(=C[C@H](C3CCCC3)O[C@@H]2C)N(Cc2cccc3ccccc23)C1=O	-2.0

2 consecutive records already listed, for reference:
SMILES	TTR transcr act
O=C(Cn1ccc(NC(=O)OCc2ccccc2)nc1=O)NCc1ccc2[nH]ccc2c1	0.7
C#CCNC(=O)C[C@H]1C[C@@]2(C(=O)OC)C(=C[C@H](C3CCCC3)O[C@@H]2C)N(Cc2cccc3ccccc23)C1=O	-2.0

The list continues:
SMILES	TTR transcr act
C/C(=N\O)c1ccc2c(c1)CC(C)O2 (stereo not drawn)	0.9
CCCC1S/C(=N/N=C/c2ccc(C)cc2)N(Cc2ccc(OC)cc2)C1=O (stereo not drawn)	1.8
S=C(NCc1ccco1)NCc1ccco1	0.7
CCC(C)NC(=O)C1CCN(S(=O)(=O)N2CCOCC2)CC1 (stereo not drawn)	0.6
Cc1ccc(NC(=O)NC(=O)CN2CCC(C(N)=O)CC2)c(C)c1	-2.5
COC(=O)c1ccc(N/N=C/c2cc([N+](=O)[O-])cc(OC)c2O)cc1	-2.4
O=C(CN1C(=O)C2CC=CCC2C1=O)N1CCN(c2ccc([N+](=O)[O-])cc2)CC1 (stereo not drawn)	-0.7
COc1ccc(N2CCN(C(c3cccs3)C(C)NS(=O)(=O)c3ccccc3)CC2)cc1 (stereo not drawn)	-3.2
COc1cccc(Cn2cnc3c(NS(=O)(=O)c4ccc(Cl)cc4Cl)c(C)c(C)cc32)c1	-2.0
Cc1sc2ncnc(OCC(=O)N3CCN(C(=O)c4ccco4)CC3)c2c1C	4.2
S=c1[nH]nc(Nc2ccc(Cl)cc2)s1	-1.9
O=C(Cn1cc(C(F)(F)F)ccc1=O)N/N=C/c1cccc(Cl)c1	2.0
C/C(=N\NC(=O)Cn1c(-c2ccccn2)nc2ccccc21)c1cccc(O)c1	-1.1
CCCCOc1cccc(C2/C(=C(\O)c3ccc4c(c3)OCCO4)C(=O)C(=O)N2CCN2CCOCC2)c1 (stereo not drawn)	2.1
C=C(C)CCC1(C)NC(=O)N(c2ccccc2)N1 (stereo not drawn)	0.4
CN1C(=O)c2cccc(NC(=O)CCc3ccccc3)c2C1=O	-0.5
Fc1ccc(CNCc2ccco2)cc1	0.2
COc1ccc(C)cc1NC(=O)COCC(=O)O	-1.0
Cc1ccccc1-n1c(=O)c2ccccc2n2c(=O)[nH]nc12	-1.1
O=C(N/N=C/c1cc(Br)cc([N+](=O)[O-])c1O)c1ccc(NC(=O)c2ccc(F)cc2)cc1	1.5
COc1ccc(-c2cc(C(=O)NCCN3CCOCC3)c3ccccc3n2)cc1	1.5
C/C(=N\Nc1nc(C)cc(-c2ccccc2)n1)c1cccc(N)c1	0.7

Molecules listed so far that have fluorine:
SMILES	TTR transcr act
NS(=O)(=O)c1ccc(NCc2ccccc2OCc2ccccc2F)cc1	-1.4
C/C(N)=C(/C#N)C(=O)CSc1nc2scc(-c3ccc(F)cc3)c2c(=O)n1C	0.1
Cc1ccnc(N2CCCC(C(=O)Nc3cc(F)ccc3C)C2)n1 (stereo not drawn)	-0.5
Fc1ccc(-n2c(-c3cc(C4CC4)[nH]n3)n[nH]c2=S)cc1Cl	-1.9
O=C(NCCCn1ccnc1)/C(=C\c1ccc(Br)cc1)NC(=O)c1ccccc1F	2.8
CCCCNC(=O)c1nc(-c2ccc(C(F)(F)F)cc2)oc1-c1ccccc1	0.6
CN=C1S/C(=C\c2cc(C)n(-c3ccccc3F)c2C)C(=O)N1C	-0.8
O=C1N[C@@H](Cc2ccccc2)C(=O)N2[C@H]1C[C@]1(Br)c3ccccc3N(S(=O)(=O)c3ccc(F)cc3)[C@H]21	0.3
CCCNC(=O)C1(C)CCN(C(=O)c2ccccc2OC(F)(F)F)C1 (stereo not drawn)	5.2
COC(=O)C(NC(=O)c1ccco1)(Nc1nc(C)cs1)C(F)(F)F (stereo not drawn)	1.4
O=C(Cn1cc(C(F)(F)F)ccc1=O)N/N=C/c1cccc(Cl)c1	2.0
Fc1ccc(CNCc2ccco2)cc1	0.2
O=C(N/N=C/c1cc(Br)cc([N+](=O)[O-])c1O)c1ccc(NC(=O)c2ccc(F)cc2)cc1	1.5

Screening data (PubChem)
